TAG inh: triacylglycerol accumulation inhibition; H9c2 cells, Nile Red lipid (TAG) fluorescence; cells loaded with 200 µM oleic acid; hit rate 0.66% among 230,000; inhibition, % at 12.5 µM;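 active means pattern-corrected inhibition of lipid staining of at least 50% with the nuclear-stain viability signal not falling by more than 50%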;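 further: 0% = DMSO wells and 100% = triacsin C control wells; some results filed as inactive read as strong as hits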
TAG inh DAPI viability: recorded beside TAG inh, whose call it bears; DAPI nuclei signal change (viability), lower = more cytotoxic, %;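 whole-well DAPI fluorescence read on a plate reader as a viability signal; minus 50 percent equals half of cells still viable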
* marks the source's active call; other numbers are inactive results. This is a subset, so the mix of outcomes need not match the whole.

Below each compound: TAG inh, TAG inh DAPI viability
O=C(COc1ccccc1)NC(=S)Nc1cccc(NC(=O)c2ccccc2Cl)c1
    -1, 8
CCCc1cc(=O)n2[nH]c(-c3ccc(C)cc3)cc2n1
    -16, 10
Cc1cc(C)c(NC(=O)CSc2ccc(-c3cccnc3)nn2)c(C)c1
    -9, 4
COc1ccc(CC(=O)NC(C)c2ccc(S(N)(=O)=O)cc2)cc1S(=O)(=O)N1CCOCC1 (stereo not given)
    28, -6
O=C(Nc1cccc(S(=O)(=O)N2CCCC2)c1)c1cccc(OC(F)F)c1
    4, -7
O=C(Cn1cnc2cc([N+](=O)[O-])ccc2c1=O)NCCc1ccc(Cl)cc1
    3, 23
OCCn1c(SCCOc2ccccc2F)nc2ccccc21
    -50, 15
CCCCOc1ccc(C(=O)NCC(=O)NCCCn2nc(C)cc2C)cc1
    -13, 3
O=C(COc1ccccc1[N+](=O)[O-])Nc1cc(Cl)ccc1C(=O)O
    -5, 15
COC(=O)C(NC(=O)CCC(=O)NC(C(=O)OC)c1ccccc1)c1ccccc1 (stereo not given)
    -13, 3

Going on with the list:
Below each compound: TAG inh, TAG inh DAPI viability
C=C(C)C1CC=C(C)C(=NNC(=O)c2ccncc2)C1 (stereo not given)
    10, 2
C=CCNC(=O)c1onc(CSc2ccc(Cl)cc2)c1C(=O)O
    -9, -3
COc1ccc(Cc2nnc(NC(=O)c3c(-c4ccccc4)noc3C)s2)cc1OC
    5, -7
CCCCN(C(=O)CSc1nnc(Nc2ccccc2)s1)c1c(N)n(CCC)c(=O)[nH]c1=O
    -20, -5
COc1ccc(C(=O)n2cnnc2N)cc1
    3, -11
CCc1ccccc1NC(=S)N(CCN1CCOCC1)C1CCN(C(C)=O)CC1
    -8, 5
COc1cc(C(=O)N2CCN(S(=O)(=O)c3cc(C)ccc3C)CC2)ccc1OCC(=O)N1CCOCC1
    0, -4
CC(=O)Nc1cccc(NC(=O)c2ccccc2OCc2c(C)noc2C)c1
    16, -3
COc1cc(/C=C/C(=O)OCC(=O)c2ccc3c(c2)NC(=O)CO3)ccc1OC(F)F
    4, -5
CCOC(=O)c1sc(=NC(=O)c2ccc(Cl)s2)n(C)c1C
    -8, 8

(list continues)
Below each compound: TAG inh, TAG inh DAPI viability
COC(=O)c1cc(C(=O)N2CCOCC2)cc([N+](=O)[O-])c1
    4, -5
O=C(COC(=O)C1CCCO1)Nc1cccc(C(F)(F)F)c1 (stereo not given)
    -7, -2
CC(C)Oc1ccccc1/C=N/n1nnnc1N
    1, 1
CC(C)C1O/C(=N/C(=O)Nc2ccc(Cl)c(Cl)c2)NC1=O (stereo not given)
    -18, 4
CCN1CCN(c2nc(C)nc3c2sc(=S)n3C)CC1
    2, -1
Cn1ncc2c(O/N=C(\N)c3ccc(C(F)(F)F)cc3)ncnc21
    86*, -39*
CCCCN(C=O)c1c(CC)nc2ccc(C(=O)NCCCn3ccnc3)cn12
    15, 4
COc1ccc2occ(NC(C)=O)c2c1
    -17, 11
COc1ccc(-n2c(SCC(=O)/C(C#N)=C(\C)N)nc3ccccc3c2=O)cc1OC
    -4, 6
CCOc1ccc(NC(=O)CN(C)C(=O)CN2C(=O)c3ccc([N+](=O)[O-])cc3C2=O)cc1OCC
    16, -5

(list continues)
Below each compound: TAG inh, TAG inh DAPI viability
CN(C)S(=O)(=O)c1ccc(C(=O)Nc2nnc(-c3ccc4c(c3)CCCC4)o2)cc1
    6, 5
CCc1cc(C(=O)c2ccccc2)c(N)s1
    4, -6
COc1cc(-c2nc(S(=O)(=O)c3ccccc3)c(N3CCOCC3)o2)cc(OC)c1OC
    -8, 11
Cc1cccc(NC(=O)CSCC(=O)Nc2ccccc2N2CCCC2)c1
    23, -7
COCCn1c(SCCOc2ccccc2)nc2ccccc2c1=O
    -6, 10
Fc1cccc(Cc2noc(CN3CCCN(C4Cc5ccccc5C4)CC3)n2)c1
    -11, 21
Cc1cccnc1NC(=O)Nc1ccc(Cl)cc1
    10, -7
COCCN(Cc1ccccc1)C(=O)c1cc(S(=O)(=O)N2CCCCCC2)ccc1OC
    -9, -5
CCSc1nc(N)nc(-c2cccs2)c1C#N
    -2, 14
CCN(CC)c1ncnc2c1ncn2[C@H]1CN(Cc2ccccc2)C[C@@H](CO)O1
    28, -15

The list continues.
Below each compound: TAG inh, TAG inh DAPI viability
O=S(=O)(c1ccc(SCCOc2ccccc2Cl)nc1)N1CCCC1
    -48, -9
O=C(O)CCC(=O)N1N=C(c2cccs2)CC1c1cn(-c2ccccc2)nc1-c1ccccc1 (stereo not given)
    14, -5
Cc1nn(CC(=O)NCc2cccnc2)c(=O)c2ccccc12
    0, 1
Nc1nnc(SCC(=O)NC2CCCCC2)s1
    6, 3
CCOC(=O)N1CCN(S(=O)(=O)c2ccc(C(=O)Nc3sc4c(c3C#N)CC(C)(C)NC4(C)C)cc2)CC1
    5, -2
COc1ccccc1NCC(=O)NNCC(=O)Nc1ccc(F)c(Cl)c1
    4, 5
CC1S/C(=C(\C#N)C(=O)NCc2ccco2)N(c2ccc(F)cc2)C1=O (stereo not given)
    7, -5
CNC(=O)C(=O)Nc1nc(C23CC4CC(CC(C4)C2)C3)cs1
    6, -5
CCN(CC)CCNC(=O)CN1C(=O)CSc2ccc(S(=O)(=O)N3CCOCC3)cc21
    2, -1
NC(=O)C(c1ccccc1)C1CCCCC1 (stereo not given)
    -28, 6

For reference, some entries already given:
Below each compound: TAG inh, TAG inh DAPI viability
CCc1cc(C(=O)c2ccccc2)c(N)s1
    4, -6
COc1cc(-c2nc(S(=O)(=O)c3ccccc3)c(N3CCOCC3)o2)cc(OC)c1OC
    -8, 11
Cc1cccc(NC(=O)CSCC(=O)Nc2ccccc2N2CCCC2)c1
    23, -7
COCCn1c(SCCOc2ccccc2)nc2ccccc2c1=O
    -6, 10
Fc1cccc(Cc2noc(CN3CCCN(C4Cc5ccccc5C4)CC3)n2)c1
    -11, 21
Cc1cccnc1NC(=O)Nc1ccc(Cl)cc1
    10, -7
COCCN(Cc1ccccc1)C(=O)c1cc(S(=O)(=O)N2CCCCCC2)ccc1OC
    -9, -5
CCSc1nc(N)nc(-c2cccs2)c1C#N
    -2, 14
CCN(CC)c1ncnc2c1ncn2[C@H]1CN(Cc2ccccc2)C[C@@H](CO)O1
    28, -15
O=S(=O)(c1ccc(SCCOc2ccccc2Cl)nc1)N1CCCC1
    -48, -9
O=C(O)CCC(=O)N1N=C(c2cccs2)CC1c1cn(-c2ccccc2)nc1-c1ccccc1 (stereo not given)
    14, -5
Cc1nn(CC(=O)NCc2cccnc2)c(=O)c2ccccc12
    0, 1
Nc1nnc(SCC(=O)NC2CCCCC2)s1
    6, 3
CCOC(=O)N1CCN(S(=O)(=O)c2ccc(C(=O)Nc3sc4c(c3C#N)CC(C)(C)NC4(C)C)cc2)CC1
    5, -2
COc1ccccc1NCC(=O)NNCC(=O)Nc1ccc(F)c(Cl)c1
    4, 5
CC1S/C(=C(\C#N)C(=O)NCc2ccco2)N(c2ccc(F)cc2)C1=O (stereo not given)
    7, -5

(cont.)
Below each compound: TAG inh, TAG inh DAPI viability
Cc1c(Cl)cccc1NC(=O)CNC(=O)Cc1c[nH]c2ccccc12
    -11, -3
O=S(=O)(NCc1cc(-c2ccccc2)no1)c1ccccc1Cl
    9, -4
O=C(Cc1ccccc1[N+](=O)[O-])NCc1ccncc1
    -6, 0
CCCCC(=O)Nc1sc(C(=O)N(CC)CC)c(C)c1C(=O)OC
    6, -2
C=CCOc1ccc(/C(O)=C2/C(=O)C(=O)N(CCCN3CCOCC3)C2c2ccccc2)cc1 (stereo not given)
    0, 5
COc1cccc(CNC(=O)c2ccc(C(=O)NCc3cccc(OC)c3)cc2)c1
    6, 2
COCCn1c(SCc2nc3ccccc3c(=O)[nH]2)nc2ccccc2c1=O
    5, 2
Cc1ccc(-c2csc(NC(=O)Cn3cnc4c3c(=O)n(C)c(=O)n4C)n2)cc1C
    3, 0
CC(C)NC(=O)c1ccc(COc2cccc3ccccc23)o1
    -8, 8
Cc1noc(C)c1COc1ccc(C(=O)NNC(=O)c2ccccc2)cc1
    12, -10

Next part.
Below each compound: TAG inh, TAG inh DAPI viability
CSc1ccccc1C(=O)NCc1ccccc1C
    -7, -1
COc1ccc(CNC(=O)C(=O)NCC2OCCN2C(=O)c2ccc(OC)cc2)cc1 (stereo not given)
    4, 1
CC(Sc1ccccn1)C(=O)Nc1ccc2c(c1)OCCO2 (stereo not given)
    -3, 7
COc1ccc(-c2coc3c(C(=O)NCCN4CCOCC4)cccc23)c(C)c1
    8, 7
NNC(=O)CCn1nnc2ccccc21
    -1, -3
COc1ccc(OCCNc2cc(N3CCCCC3)ccc2[N+](=O)[O-])cc1
    -11, -8
Cc1nn(Cc2ccc([N+](=O)[O-])cc2)c(=O)n1N(C)c1ncc(C(F)(F)F)cc1Cl
    -5, 8
CCN(CC)CC#CC(OC)(c1ccccc1)c1ccccc1
    -18, 15
CCN(CC)C(=S)Sc1c(-c2ccccc2)c2cc(Cl)ccc2[nH]c1=O
    -58, 10
Cn1c(C(=O)O)ccc1S(=O)(=O)N1CCCCCC1
    1, -6

(further entries)
Below each compound: TAG inh, TAG inh DAPI viability
Cc1cc2cc(CNC(=O)Nc3ccc(Cl)c(Cl)c3)ccc2n1C
    -22, -9
COc1cc(OC)cc(C(=O)NNC(=O)c2cc3c(s2)CCCC3)c1
    -1, -10
COc1ccc(NC(=O)C(=O)NNC(=O)c2cccs2)c(OC)c1
    -7, 5
CCC(CO)n1c(=S)[nH]c2cc(OC)c(OC)cc2c1=O (stereo not given)
    3, -4
O=C(Nc1ccc(Cl)c(S(=O)(=O)N2CCOCC2)c1)c1ccc2c(c1)OCO2
    5, 3
Cc1ccc(C)c(NC(=O)C2CCCN2S(=O)(=O)c2ccc3c(c2)n(C)c(=O)c(=O)n3C)c1 (stereo not given)
    -1, 4
O=S(=O)(NCCN1CCOCC1)c1ccc2ccccc2c1
    -8, 2
COc1cc(C(C)=O)ccc1OCCCN1CCC(Cc2ccccc2)CC1
    -4, 10
O=c1[nH]cnc(CN2CCCCC2)c1O
    2, -5
CN(C(=O)CSc1nnc(-c2ccncc2)n1Cc1ccccc1)C1CCS(=O)(=O)C1 (stereo not given)
    11, -14

Additional entries.
Below each compound: TAG inh, TAG inh DAPI viability
COCC(=O)Nc1nc(-c2ccc([N+](=O)[O-])cc2)cs1
    0, 0
COCCNC(=O)C1(C)CCCN(Cc2ccccc2N(C)C)C1 (stereo not given)
    9, -6
Nc1c(C(=O)NCc2ccco2)c2nc3ccccc3nc2n1CCc1ccc(F)cc1
    4, 35
COc1ccc(/C=N/NC(=O)c2cccc(Br)c2)cc1CN1CCOCC1
    2, -4
O=C1CC2(CCCC2)CC(=O)N1CCCCN1CCN(c2ncccn2)CC1
    8, -9
Cc1ccc(C)c(S(=O)(=O)N2CCN(C(=O)Cn3c(=O)cnc4ccccc43)CC2)c1
    7, 1
CCN(CC)CCN(C)C(=O)CCc1nnc(-c2ccc(C)s2)o1
    7, -11
O=C1CCC(C(=O)NC2(C(=O)NC3CCCCC3)CCCCC2)N1 (stereo not given)
    8, -16
Cc1ccc(OCC(=O)OCC(=O)Nc2ccc3c(c2)OCO3)cc1C
    6, -4
Cc1ccc2cc(CCNC(=O)C3CCCC3)c(=O)[nH]c2c1
    0, -15

More records follow.
Below each compound: TAG inh, TAG inh DAPI viability
COc1ccc(C2CC(=O)c3cnc(Nc4cc(C)cc(C)c4)nc3C2)cc1 (stereo not given)
    -4, 16
C/C(=N\NC(=O)c1ccn(C)n1)c1ccc(NC(=O)C2CCC2)cc1
    -11, 12
CCCNC(=O)N1C2=NC(C(=O)OC)=C(C(=O)OC)[C@@H]3N(Cc4ccccc4)c4ccccc4[C@]23C[C@H]1CO
    -6, -1
COc1ccc(C(C#N)c2cnccn2)cc1OC (stereo not given)
    13, -7
C=CCn1c(SCC(=O)NCCc2ccccc2)nnc1C(C)NC(=O)c1cccs1 (stereo not given)
    5, -2
NNC(=O)CN1C(CN2CCOCC2)=Nc2ccc(Br)cc2C1c1ccccc1 (stereo not given)
    -12, 41
O=C(C1CCC1)N1CCN(S(=O)(=O)c2ccc(F)cc2)CC1
    -13, 1
Cc1ccc(C2OC3=C(C(=O)CC(C)(C)C3)C(N)=C2C#N)o1 (stereo not given)
    -4, -2
COc1ccccc1N1CCN(C2CCN(S(=O)(=O)c3ccc4ccccc4c3)CC2)CC1
    22, -3
O=C(NC(=S)N1CCN(c2ccc(F)cc2)CC1)c1ccccc1
    -8, -19

(listing goes on)
Below each compound: TAG inh, TAG inh DAPI viability
COC(=O)c1[nH]c2cc(OC)ccc2c1NC(=O)CCN1CCN(c2cccc(C)c2C)CC1
    31, 11
O=C(Cc1ccc(NC(=O)C2CCCN(C(=O)C3CCC3)C2)cc1)Nc1cccc(C(=O)N2CCCCC2)c1 (stereo not given)
    9, -3
CC(C)(C)OC(=O)NCCCCCc1nnc(SCc2ccccc2)o1
    -26, -2
Cc1ccc(/C=C/C2=NN(C)C(=O)CC2)cc1
    -4, 3
Cc1ccc(CNCC2CCCO2)o1 (stereo not given)
    14, 3
COc1ccccc1C(=O)NC(=O)CSc1nc2nc(C)cc(C)n2n1
    -4, 1
CC(C)(C)c1ccc(CCC(CC(=O)O)CC(=O)O)cc1
    -2, -7
COc1cccc(-c2cc(-c3cccnc3)nc(N)c2C#N)c1
    -5, 52
S=c1[nH]nc(-c2cc(-c3ccccc3)n[nH]2)n1/N=C/C=C/c1ccco1
    11, -4
Fc1ccccc1NC(=S)NCCc1ccc(Cl)cc1
    -14, 9

Additional structures follow:
Below each compound: TAG inh, TAG inh DAPI viability
Cc1ccc(C(=O)OCN2C(=O)c3ccccc3C2=O)c(O)c1
    14, -2
COc1ccc(-n2cc(CN[C@H]3CCCCNC3=O)c(-c3cccc(F)c3)n2)cc1
    9, 18
O=C(CCCOc1ccccc1)Nc1ccc(S(=O)(=O)Nc2ccccn2)cc1
    1, -8
COc1ccc(S(=O)(=O)NNC(=O)Nc2ccccc2OC)c(OC)c1
    -10, 4
OC1CN=C2CCCc3c2n(c2ccc(Cl)cc32)C1 (stereo not given)
    7, 23
NCCOc1ccccc1-c1ccccc1
    -11, -9
Nc1nc(-c2cc3ccccc3o2)cs1
    -1, 2

Screening results from PubChem.
